# SKKanGAS inh: S. pyogenes SKKanGAS growth inhibitors in kanamycin, primary screen, streptokinase expression inhibitor project, SKKanGAS strain, BacTiter-Glo luminescence. hit rate 1.3% among 300,000. inhibition, % at 7.5 µM. 6 h;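 active means mean replicate score, as percent of positive control median, at least 50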;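 further: strain carries kanamycin resistance gene driven by streptokinase promoter and grows in 40 µg/ml kanamycin; loss of luminescence reflects streptokinase promoter inhibition or plain growth inhibition; 0% = median of DMSO wells and 100% = positive control at its reference dose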
# MrgX1 antagonist: antagonists of human MrgX1 receptor, primary screen, HEK293 cells, Fluo-4 calcium flux. B-score at 10 µM. hit rate 1.3% among 310,000. AID 588676, 2011. BAM8-22 antagonism; hits give low values;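 active means calcium-response B-score plate-corrected more than 3 library SD below zero, starting fluorescence within 5 deviations, no agonist response on first addition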;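 further: peak minus trough fluorescence over baseline after final BAM8-22 challenge near maximal dose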
# TRPC6 inh: mouse TRPC6 channel inhibitors, primary screen, cell-based, HEK293, membrane potential dye; Short transient receptor potential channel 6 (Mus musculus), Q61143; ACh-evoked depolarization; hits give low values; B-score at 10 µM; hit rate 1.1% among 310,000; AID 2553, 2010;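 active means B-score under library mean minus 3 SD, initial fluorescence not abnormally high, positive integrated signal ratio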;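 further: B-score derived from integrated fluorescence ratio over the kinetic read; more negative B-score means stronger inhibition of depolarization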
# HIF act: HIF pathway transcriptional activators, primary screen, cell-based, U2OS HRE-luciferase, luminescence | U2OS HRE-luciferase reporter; normalized: DMSO 0%, desferrioxamine 100% | activation, % at 7.5 µM (by protocol) | hit rate 0.32% among 300,000 | AID 1910, 2009;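 active means mean activation of at least 10% of the iron chelator positive control signal, with at least half of replicates also reaching 10%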
# Platelet DG rel: inhibitors of platelet dense granule secretion, primary screen, cell-based, MLPCN, human platelets. human platelet-rich plasma, SFLLRN dense granule ATP release, luminescence. inhibition, %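 (compounds screened at 7.5 µM in platelet-rich plasma)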. hit rate 0.22% among 300,000. AID 1663, 2009;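 active means mean replicate score, as percent of positive control, at or above 50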
# TRPC6 act: mouse TRPC6 channel activators, primary screen, cell-based, HEK293, membrane potential dye; HEK293-TRPC6 membrane potential dye fluorescence; hits give high values; B-score at 10 µM; hit rate 0.13% among 310,000;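 active means B-score of the integrated fluorescence ratio above library mean plus 3 SD, and starting fluorescence ratio within library mean plus 5 SD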;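 further: higher score means more depolarization so channel activation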
# MrgX1 PAM: positive allosteric modulators of MrgX1, primary screen, HEK293 cells, Fluo-4 calcium flux. Mas-related G-protein coupled receptor member X1 (Homo sapiens), Q96LB2. FDSS; hits give high values. B-score at 10 µM. hit rate 0.63% among 310,000. AID 588675, 2011;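 active means plate-corrected calcium response at least 3 library SD above typical, normal starting fluorescence, not activating the receptor alone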;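 further: compound read alongside a low EC10 to EC30 dose of BAM8-22 agonist; peak minus trough fluorescence over baseline measured at the second addition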
# TRPC4 inh: inhibitors of mouse TRPC4 channel, primary screen, Fluo4 calcium, HEK293 TRPC4beta/mu-opioid cells; Short transient receptor potential channel 4 (Mus musculus), Q9QUQ5; DAMGO-evoked Fluo4 calcium flux; hits give low values; B-score at 10 µM; hit rate 0.39% among 300,000;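 active means B-score over 3 SD under the library average, no early fluorescence shift, positive overall ratio signal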
# Target sequence (Q9QUQ5 whole entry, looked up): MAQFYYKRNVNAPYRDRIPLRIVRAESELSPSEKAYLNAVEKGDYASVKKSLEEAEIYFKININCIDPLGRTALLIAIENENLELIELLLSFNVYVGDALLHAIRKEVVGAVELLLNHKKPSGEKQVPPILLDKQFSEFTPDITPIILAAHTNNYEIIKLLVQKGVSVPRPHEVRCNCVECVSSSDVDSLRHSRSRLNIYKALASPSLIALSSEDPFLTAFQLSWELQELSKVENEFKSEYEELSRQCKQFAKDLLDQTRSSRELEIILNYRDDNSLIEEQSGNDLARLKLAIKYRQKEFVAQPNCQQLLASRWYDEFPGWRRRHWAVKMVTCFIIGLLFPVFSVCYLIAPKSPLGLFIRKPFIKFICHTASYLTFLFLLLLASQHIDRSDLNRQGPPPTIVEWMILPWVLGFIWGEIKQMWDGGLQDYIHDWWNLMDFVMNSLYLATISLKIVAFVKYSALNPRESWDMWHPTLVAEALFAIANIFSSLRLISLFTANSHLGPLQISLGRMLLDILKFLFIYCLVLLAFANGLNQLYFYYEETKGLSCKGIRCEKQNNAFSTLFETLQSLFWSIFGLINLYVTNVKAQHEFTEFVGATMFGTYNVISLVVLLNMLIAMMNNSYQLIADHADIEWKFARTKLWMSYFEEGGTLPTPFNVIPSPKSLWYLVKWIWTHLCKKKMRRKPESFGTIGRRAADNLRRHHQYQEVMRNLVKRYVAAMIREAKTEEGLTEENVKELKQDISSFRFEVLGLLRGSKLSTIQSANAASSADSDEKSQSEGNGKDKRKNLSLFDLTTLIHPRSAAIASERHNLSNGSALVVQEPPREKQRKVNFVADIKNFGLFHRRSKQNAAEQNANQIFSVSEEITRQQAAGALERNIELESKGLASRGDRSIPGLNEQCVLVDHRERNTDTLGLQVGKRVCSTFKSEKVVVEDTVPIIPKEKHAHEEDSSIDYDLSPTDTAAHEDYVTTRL
#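 material = TRPC4beta/mu-opioid receptor HEK293 cell line | probe or stimulus = sequential submaximal and maximal DAMGO stimulation | compound dosing = one concentration per compound | measured by = Fluo4 Ca2+ flux fluorescence | evaluation = integrated fluorescence ratio relative to baseline, converted to per-well B score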
# RGS4 pot: RGS4 potentiators or activators, primary screen, cell-based, HEK293 M3R inducible RGS4, calcium flux | carbachol calcium flux Fluo4; hits give low values | B-score at 10 µM | hit rate 0.92% among 310,000 | AID 463111, 2010;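 active means B-score of the integrated calcium signal more than 4 SD below the library mean, with starting fluorescence not abnormally high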;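 further: negative B-score means reduced calcium response which marks RGS4 activation or potentiation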
#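 Detection: kinetic calcium fluorescence imaging with Fluo4-AM dye, 2 µM / Material: HEK293 cells with stable M3R and inducible RGS4 / Schedule: recording 10 s baseline at 1 Hz, 100 s post-agonist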
# MrgX1 ag: agonists of human MrgX1 receptor, primary screen, HEK293 cells, Fluo-4 calcium flux. Mas-related G-protein coupled receptor member X1 (Homo sapiens), Q96LB2. Fluo-4 calcium fluorescence, agonist mode; hits give high values. B-score at 10 µM. hit rate 0.44% among 310,000. AID 588627, 2011;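 active means calcium response B-score plate-corrected fluorescence ratio at least 3 library SD, with starting fluorescence B-score inside 5 SD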
#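 Material: MrgX1-expressing HEK293 cells; input: 15,000 cells per well; doses: test compound given as first of three sequential additions; schedule: overnight plating before 1 h dye loading; technique: Fluo-4 NW calcium-flux fluorescence, kinetic read; evaluation: baseline-normalised fluorescence change ratio, B-scored; control set: plate-wise positive and negative controls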
# RGS4 block: RGS4 inhibitors, primary screen, cell-based, HEK293 M3R inducible RGS4, calcium flux. Regulator of G-protein signaling 4 (Homo sapiens), P49798. Fluo-4 calcium flux; hits give high values; triggered by carbachol at its EC20. B-score at 10 µM. hit rate 0.45% among 310,000. AID 463165, 2010;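 active means B-score, a plate-corrected calcium signal, over three deviations above library mean, with baseline fluorescence within five deviations of library mean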;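 further: RGS4 expression induced by doxycycline in cells with stable M3 receptor; B-score is computed from the integrated fluorescence ratio over baseline after carbachol; higher B-score means a larger calcium signal and so more RGS4 inhibition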
# Active calls of the source: *; i = inactive; nt = no result given. An excerpt (hit frequency here may not be typical).
SMILES,SKKanGAS inh,MrgX1 antagonist,TRPC6 inh,HIF act,Platelet DG rel,TRPC6 act,MrgX1 PAM,TRPC4 inh,RGS4 pot,MrgX1 ag,RGS4 block
NC(N)=N/N=C/c1ccc(N2CCOCC2)cc1,14,i,i,1.7,0,i,i,i,i,i,i
COc1cccc(C(=O)C2CCCN(Cc3cccc(C)n3)C2)c1 (stereo not drawn),33,i,i,-0.2,0,i,i,i,i,i,i
CN1CC(C(=O)c2ccc(Cl)cc2)C(c2ccc(N(C)C)cc2)C1 (stereo not drawn),10,i,-6.5*,-1.0,3,i,i,i,i,i,i
CC(=O)Nc1ccc(OC(=O)N2CCCCC2)cc1,nt,i,i,-0.8,-6,i,i,i,i,i,i
COCCN1C(=O)NC(=O)/C(=C\c2ccc(F)cc2)C1=O,4,i,i,-0.1,-4,i,i,i,i,i,i
OCC[N+]12CCC(CC1)C(C(O)(c1ccccc1)c1ccccc1)C2 (stereo not drawn),-6,i,i,-0.1,-2,i,i,i,i,i,i
O=C(CCCCCn1c(=S)[nH]c2ccccc2c1=O)N1CCC2(CC1)OCCO2,8,i,i,0.2,-4,i,i,i,i,i,i
CC(=NCCc1ccccc1)c1c(O)n(C)c(=O)n(C)c1=O,-5,i,i,-0.7,2,i,i,i,i,i,i
O=C1NC(=O)N(CCc2ccc(F)cc2)C(=O)/C1=C/c1cccs1,11,i,i,-0.2,0,i,i,i,i,i,i
CC(=O)c1cccc(NC2=NCC(C)S2)c1 (stereo not drawn),-7,i,i,0.7,4,i,i,i,i,i,i
COC(=O)Cn1cc(C=C2C(=O)NC(=O)NC2=O)c2ccccc21,0,i,i,-14,-15,i,i,i,i,i,i
COCCCNC(=O)c1c(N)n(Cc2ccco2)c2nc3ccccc3nc12,8,i,i,-0.2,-13,i,i,i,i,i,i
O=c1c2ccccc2nc(CSc2ncnc3nc[nH]c23)n1-c1ccccc1,-6,i,i,-0.5,2,i,i,i,i,i,i
Cn1c(O)c(C=NCCN2CCNCC2)c(=O)[nH]c1=O,-7,i,i,-0.3,18,i,i,i,i,i,i
CN1C(=O)NC(=O)C(C)(C2=CCCCC2)C1=O (stereo not drawn),-5,i,i,-0.4,-2,i,i,i,i,i,i
FC(F)(F)c1cccc(C2NCc3ccccc3-n3cccc32)c1 (stereo not drawn),12,i,i,-0.4,-7,i,i,i,i,i,i
Cc1cccc(C)c1OP(N)(=O)OCC(F)(F)F (stereo not drawn),1,i,i,-0.3,-3,i,i,i,i,i,i
CN1CCN(C(=O)COc2ccc(S(=O)(=O)N(C)Cc3ccccc3)cc2)CC1,-9,i,i,0.3,-9,i,i,i,i,i,i
Cc1ccccc1CCNCc1cc2cccc(C)c2[nH]c1=O,-2,i,-11*,-0.8,9,i,i,i,i,i,i
N[C@@H](Cn1oc(=O)[nH]c1=O)C(=O)O,-1,i,i,0.0,4,i,i,i,i,i,i
COc1ccc(NC(=O)[C@@H](NC(=O)N2C[C@H]3C[C@@H](C2)c2cccc(=O)n2C3)C(C)C)cc1,-4,i,i,0.7,-1,i,i,i,i,i,i
CCCCCCn1c(O)c(C=NC2CCN(Cc3ccccc3)CC2)c(=O)[nH]c1=O,-3,i,i,0.4,5,i,i,i,i,i,i
COCCNC(=O)c1c(NC(=O)c2ccco2)n(Cc2ccccc2)c2nc3ccccc3nc12,68*,i,i,0.0,-1,i,i,i,i,i,i
O=c1[nH]c(O)c(/C=C2\C=NN=C2c2ccccc2)c(=O)[nH]1,-14,i,i,0.1,-9,i,i,i,i,i,i
CCOc1cc2c(cc1OCC)-n1cccc1C(c1cccc([N+](=O)[O-])c1)NC2 (stereo not drawn),-3,i,i,2.5,-7,i,i,i,i,i,i

# Next entries
SMILES,SKKanGAS inh,MrgX1 antagonist,TRPC6 inh,HIF act,Platelet DG rel,TRPC6 act,MrgX1 PAM,TRPC4 inh,RGS4 pot,MrgX1 ag,RGS4 block
COc1ccc(S(=O)(=O)N2CC3CC(C2)c2cccc(=O)n2C3)cc1 (stereo not drawn),-1,i,i,-0.4,-3,i,i,i,i,i,i
O=C(O)c1cccc(NC(=O)N2C[C@H]3C[C@@H](C2)c2cccc(=O)n2C3)c1,-3,i,i,-0.1,5,i,i,i,i,i,i
C[C@]12CCC3[C@@H](CC[C@H]4C[C@@H](O)CC[C@]34C)C1CCC2=O (stereo partly drawn),-1,i,i,0.7,3,i,i,i,i,i,i
COc1ccc(NC(=O)c2cc([N+](=O)[O-])ccc2N2CCNCC2)cc1,-6,i,i,-0.1,0,i,i,i,i,i,i
COc1ccc(CCNCc2cccn2C)cc1OC,-3,i,i,-30,-12,i,i,i,i,i,i
O=c1c2ccccc2nc(-c2ccccc2)n1-n1cccc1,0,i,i,-0.4,30,i,i,i,i,i,i
O=C(Nc1ccccc1)c1c(O)c2c(n(Cc3ccco3)c1=O)CCCC2,-4,i,i,0.8,10,i,i,i,i,i,i
Cn1c(O)c(C=Nc2ccccc2Sc2ccccc2)c(=O)n(C)c1=O,8,i,i,-0.6,-1,i,i,i,i,i,i
O=C1NC(=O)[C@]2(Cc3ccccc3N3CCN(c4ccccc4)CC32)C(=O)N1Cc1ccccc1 (stereo partly drawn),23,i,i,1.8,-4,i,i,i,i,i,i
O=C(/C=C/c1c[nH]c2ccccc12)c1c(O)n(CCc2ccccc2)c(=O)[nH]c1=O,85*,i,i,-0.6,1,144*,i,i,i,i,i
O=C(NCc1cccnc1)Nc1ccccc1Cl,7,i,i,0.1,24,i,i,i,i,i,i
CCOc1ccc(CC2(CCc3ccncc3)C(=O)NC(=O)NC2=O)cc1,24,i,i,-0.5,7,i,i,i,i,i,i
Cc1cccc(CN2CCCN(Cc3ccc(Cl)cc3)S2(=O)=O)c1,33,i,i,-9.9,1,i,i,i,i,i,i
Cc1ccc(CN2CCN(Cc3ccccc3)CC2)cc1,5,i,i,0.0,5,i,i,i,i,i,i
Cc1nc2ccccc2c(=O)n1-c1cccc(O)c1,-1,i,i,-0.6,nt,i,i,i,i,i,i
CCNC(=S)NCCC1=c2ccccc2=N/C1=C\c1c(O)n(C)c(=O)n(C)c1=O,16,i,i,-0.2,-5,i,i,i,i,i,i
CCOP(=O)(OCC)C(NC(=O)CN1C(=O)c2ccccc2S1(=O)=O)C(Cl)(Cl)Cl (stereo not drawn),7,i,i,0.8,4,i,i,i,i,i,i
Cc1cnn(C2CCN(C)CC2)c1N,0,i,i,0.0,-1,i,i,i,i,i,i
COC(=O)[C@]1(C)C[C@H]1[C@H](NP(=O)(c1ccccc1)c1ccccc1)c1ccccc1,7,i,i,-0.3,-5,i,i,i,i,i,i
CCN(CC)c1ccc(/C=C/[N+](=O)[O-])cc1,-3,i,i,0.9,3,56*,i,i,i,i,10*
CC12CC[C@H]3[C@@H](CCC4(O)C[C@H](O)CCC34/C=N/NC(=O)c3ccccc3[N+](=O)[O-])C1(O)CCC2C1=CC(=O)OC1 (stereo partly drawn),0,i,i,2.3,-2,i,i,i,i,i,i
CCCC1(CCC)C(=O)NC(=Nc2ccccc2)NC1=O,-1,i,i,nt,18,i,i,i,i,i,i
Cn1c(O)c(C(=NCCN2CCCCC2)c2ccccc2Cl)c(=O)n(C)c1=O,6,i,i,-0.4,-1,i,i,i,i,i,i
CCOc1ccc(/C=C2/C(=O)NC(=O)N(CCc3ccc(F)cc3)C2=O)cc1,8,i,i,-0.2,6,i,i,i,i,i,i
COc1cc2[nH]c(=O)n(-c3cccc(Cl)c3)c(=O)c2cc1OC,2,i,i,0.0,1,i,i,i,i,i,i

# (next part)
SMILES,SKKanGAS inh,MrgX1 antagonist,TRPC6 inh,HIF act,Platelet DG rel,TRPC6 act,MrgX1 PAM,TRPC4 inh,RGS4 pot,MrgX1 ag,RGS4 block
O=C(c1cc(-c2ccncc2)nc2ccccc12)N1CCC2(CC1)OCCO2,-6,i,i,0.1,-4,i,i,i,i,i,i
CC(=O)N1CN2CN(C(C)=O)CC(C(=O)c3ccc([N+](=O)[O-])cc3)(C2)C1,-3,i,i,0.2,-3,i,i,i,i,i,i
N#Cc1ccc(OCC(=O)N2CCN(Cc3ccc4c(c3)OCO4)CC2)cc1,6,i,i,0.0,25,i,i,i,i,i,i
O=C(c1cn(Cc2ccccc2)c2ccccc12)C1CC1,7,i,i,0.6,7,i,i,i,i,i,i
CC12CCC3C(CC=C4CC5(CCC43C)OCCO5)C1CCC2=O (stereo not drawn),2,i,i,-0.1,4,i,i,i,i,i,i
Fc1ccc(CNCCc2ccccc2F)cc1,-3,i,i,-0.1,-4,i,i,i,i,i,i
C=CCn1c(O)c(C=NCCN2CCNCC2)c(=O)[nH]c1=O,8,i,i,-0.4,-3,i,i,i,i,i,i
O=c1[nH]c(=S)n(-c2ccccc2F)c(O)c1C=Nc1ccc(N2CCOCC2)cc1,4,i,i,0.3,1,i,i,i,i,i,i
CC(c1ccccc1)(c1ccccc1)c1ccncc1,7,i,i,-0.4,7,i,i,i,i,i,i
CC1=C(C(=O)Nc2ccccc2)SCCO1,1,i,i,1.0,-1,i,i,i,i,i,i
COc1cccc(C2=NOC(C(=O)N3CCC4(CC3)OCCO4)C2)c1 (stereo not drawn),-2,i,i,3.7,6,i,i,i,i,i,i
Cc1cc(NC(=O)COC(=O)c2c(C)nn(Cc3ccccc3)c2Cl)no1,-6,i,i,-0.5,-1,i,i,i,i,i,i
CCCCn1c(NS(=O)(=O)c2ccc(C)cc2)c(C(=O)OCC)c2nc3ccccc3nc21,42,i,i,-0.1,12,i,i,i,i,i,i
CCCCOCCCN1C(C)=CC(=C2C(=O)NC(=S)NC2=O)C=C1C,-9,i,i,-0.1,8,i,i,i,i,i,i

# Screening results as filed in PubChem BioAssay.
